# Compound activity as filed in PubChem.
# SENP1 FRET inh – inhibitors of human SENP1 SUMO protease catalytic domain. AID 624204. recombinant SENP1 catalytic domain, CyPet-SUMO1-YPet FRET cleavage. Q9P0U3. inhibition, % at 10 µM. 360,000 compounds, 0.21% hits;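 active = inhibition at least 30% at 10 µM, raw YFP signal under a set limit, fluorescence ratio 0.5 to 1.5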;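 also: 0% = enzyme with DMSO and 100% = no enzyme wells; some results filed as inactive read as strong as hits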
# Target sequence (Q9P0U3 419-644 limits assumed): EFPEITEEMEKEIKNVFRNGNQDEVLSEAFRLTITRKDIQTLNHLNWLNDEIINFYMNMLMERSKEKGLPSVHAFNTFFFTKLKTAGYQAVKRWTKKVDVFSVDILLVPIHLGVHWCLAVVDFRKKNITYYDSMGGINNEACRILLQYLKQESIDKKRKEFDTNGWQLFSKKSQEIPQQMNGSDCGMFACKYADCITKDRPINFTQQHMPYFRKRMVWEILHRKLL
#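 Test system: hSENP1 catalytic domain, recombinant; Amount: 20 pM final SENP1 enzyme; Medium: Tris pH 8 buffer plus EDTA, NaCl, BME, BSA, NP40, catalase; Schedule: 50 min enzyme reaction, room temperature, light-protected; Technique: FRET fluorescence in CFP and YFP emission channels; Controls: no-enzyme wells low, DMSO-plus-enzyme wells high control.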
# ATG4B inh – blocks human ATG4B protease cleavage of LC3 substrate; Q9Y4P1; ATG4B cleavage of LC3-PLA2, NBD-HPC fluorescence, 1 h; inhibition, % at 8.33 µM; 340,000 compounds, 0.51% hits; AID 504462; in the data active = inhibition above about 40%
# MPTP block – blocks calcium-induced mitochondrial swelling. isolated mouse mitochondria, Ca2+ swelling absorbance, 30 min. inhibition, % at 10 µM. 360,000 compounds, 1.4% hits;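 active = inhibition of 50% or more, scaled per plate between neutral and stimulator controls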;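 also: 0% = DMSO wells given calcium and 100% = 1 mM EGTA wells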
# PfGluPho inh – PfG6PD (Plasmodium falciparum) enzyme inhibition; 350,000 compounds, 0.78% hits; inhibition, % at 20 µM; PfGluPho enzyme, NADPH resazurin-diaphorase fluorescence;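 active = inhibition reaching at least a set limit at 20 µM in the primary screen, cut at about 59% in these data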;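 also: 0% = DMSO wells with substrate and 100% = DMSO wells lacking glucose-6-phosphate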
# SENP8 inh – SENP8 (human) protease inhibition. Q96LD8. recombinant SENP8, Nedd8 substrate fluorescence. inhibition, % at 20 µM. 360,000 compounds, 0.64% hits. AID 602440; in the data active = inhibition mostly above about 40%, no sharp cut-off; inactive = mostly below about 27%
# Target sequence (Q96LD8 whole entry, looked up): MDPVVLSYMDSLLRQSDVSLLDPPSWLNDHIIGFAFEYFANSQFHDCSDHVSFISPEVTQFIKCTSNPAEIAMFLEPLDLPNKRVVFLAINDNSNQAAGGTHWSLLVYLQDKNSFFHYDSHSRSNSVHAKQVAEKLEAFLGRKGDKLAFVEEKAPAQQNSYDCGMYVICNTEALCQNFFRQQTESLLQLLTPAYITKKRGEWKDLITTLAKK
# SENP6 inh – SENP6 protease inhibition. Q9GZR1. inhibition, % at 10 µM. 330,000 compounds, 1.8% hits. Recombinant SENP6 catalytic domain, aminoluciferin luminescence;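 active = inhibition above about 50% at the single tested dose, limit read from the data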;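 also: plate controls were DMSO wells with enzyme for no effect and DMSO wells lacking enzyme for full effect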
# hIAP act – human IAP activation; P09923; purified human IAP, CDP-Star luminescence, 30 min; hits give high values; 1 = vehicle-only enzyme, 0 = enzyme-free background; activation factor at 10 µM; 330,000 compounds, 0.16% hits; AID 2524;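 active = activation factor of the enzyme at least 2-fold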; also: the source names both 10 and 20 µM as test concentration; values of inactives mirror those of a sister screen read the other way
# Target sequence (P09923 whole entry, looked up): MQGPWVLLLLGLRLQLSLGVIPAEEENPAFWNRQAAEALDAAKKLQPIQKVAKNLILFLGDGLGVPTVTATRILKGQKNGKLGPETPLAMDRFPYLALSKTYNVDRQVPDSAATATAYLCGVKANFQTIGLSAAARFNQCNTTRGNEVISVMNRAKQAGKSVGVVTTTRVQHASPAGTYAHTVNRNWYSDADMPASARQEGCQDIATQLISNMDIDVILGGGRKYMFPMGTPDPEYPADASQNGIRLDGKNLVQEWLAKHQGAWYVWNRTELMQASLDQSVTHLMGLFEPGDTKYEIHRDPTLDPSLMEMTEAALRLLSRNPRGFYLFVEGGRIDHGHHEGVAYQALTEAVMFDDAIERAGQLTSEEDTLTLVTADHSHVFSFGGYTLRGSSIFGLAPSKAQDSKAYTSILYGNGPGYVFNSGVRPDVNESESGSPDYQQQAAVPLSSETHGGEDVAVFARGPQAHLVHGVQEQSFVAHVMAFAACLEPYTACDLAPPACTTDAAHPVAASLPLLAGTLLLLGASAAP
# NR3A LBD binder – NR3A (human) ligand-binding domain modulation | NR3A LBD differential scanning fluorimetry, Tm shift; 0% = protein alone, 100% = glycine-bound protein | Tm shift relative to glycine control, % at 25 µM | 340,000 compounds, 2.5% hits | AID 1259313;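 active = melting temperature shift of at least 10% of the positive control shift, at one fixed dose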
# * marks the source's active call; other numbers are inactive results; i = inactive; . = not tested or not shown.
SMILES,SENP1 FRET inh,ATG4B inh,MPTP block,PfGluPho inh,SENP8 inh,SENP6 inh,hIAP act,NR3A LBD binder
CCN(CC)S(=O)(=O)c1cccc(C(=O)Nc2cc(C)cc(C)c2)c1,-2,-12,-0.7,6,18,45,1.2,-4
O=Cc1s/c(=N\S(=O)(=O)c2ccccc2)n(CCCCl)c1Cl,9,7,27,40,-11,.,.,1
CS(=O)(=O)N(CC(=O)Nc1ccc(F)cc1)C1CCCCC1,2,-3,1.1,2,15,-12,0.86,3
COc1cc(OC)cc(C(=O)N2CCCC(Nc3ccc(F)cc3)C2)c1 (configuration not stated),0,9,-1.0,-13,6,-5,1.2,1
CCOC(=O)c1c(C)[nH]c(C)c1S(=O)(=O)N1CCC(c2ccccc2)C1 (configuration not stated),1,-6,-1.9,-5,12,-3,0.92,2
CC1C(C)C(O)(c2ccccc2)CCN1C (configuration not stated),3,-13,-1.1,0,19,-1,1,-2
Cc1ccc(Sc2nc([N+](=O)[O-])nn2C)cc1,0,-1,-1.0,-9,24,5,0.97,0
NC1=NC2(CCCCC2)N=C(Nc2ccc(Br)cc2)N1,1,5,4.7,6,20,-7,0.95,-1
Cc1cc(C)cc(N(C(C)C(=O)N2CCCCC2)S(C)(=O)=O)c1 (configuration not stated),0,2,-0.2,-15,5,-14,1.1,-2
O=C(C(Cc1ccccc1)n1cccc1)N1CCCCC1 (configuration not stated),1,-6,0.4,-15,10,-12,0.95,-1
Cc1nc2c(-c3ccc(Cl)cc3)cnn2c(N)c1-c1ccc(F)cc1,-1,-4,3.7,17,-270,1,0.96,6
COc1ccc(NC(=O)CN(C)C(=O)c2ccccc2OC)cc1,2,6,0.0,1,14,.,.,-2
COc1ccc(NC(=O)c2ccccc2Sc2ccc(NC(C)=O)nc2)cc1,-1,-2,-0.7,0,14,-8,1.1,0
FC(F)(F)c1ccc2nnc(-c3c(Cl)cccc3Cl)n2c1,0,-9,0.0,-4,12,-1,1.1,-2
CCn1c(=NC(=O)c2ccc(S(=O)(=O)N3CCOCC3)cc2)sc2cccc(OC)c21,-1,-12,-0.4,13,-483,-1,1,-1
c1ccc(C(c2ccccc2)c2noc(CN3CCC(c4ccncc4)CC3)n2)cc1,-8,4,-1.0,-3,-1,3,1,-1
CCSc1nnc(NC(NC(=O)c2ccco2)(C(F)(F)F)C(F)(F)F)s1,0,-9,-0.6,0,41*,11,0.97,1
O=C(COC(=O)c1cccc(O)c1)Nc1nnc(-c2ccccc2)o1,-2,-1,0.6,-13,-14,-10,1.1,1
CCCNC(=O)CSC1=N/C(=C/c2ccc(F)cc2)C(=O)N1CC,2,-5,0.0,10,-162,-7,0.86,-2
COCCN(C(=O)/C=C/c1ccccc1)c1c(N)n(Cc2ccccc2)c(=O)[nH]c1=O,0,-5,1.5,-3,8,-15,1.1,-1
CC(c1nnnn1C1CCCCC1)N(Cc1ccccc1)Cc1cccnc1 (configuration not stated),-1,-6,0.1,-2,11,5,0.88,0
C#CCCC(=O)c1ccccc1/C=[N+](\[O-])c1ccccc1,-6,42*,0.6,30,-125,-10,0.97,-1
CC(=NO)C1CCC2C3CCC4=CC(=NO)CCC4(C)C3C(=O)CC12C (configuration not stated),-1,0,-0.5,-11,10,.,.,18*
COc1ccccc1NS(=O)(=O)c1ccc(C(N)=O)cc1,2,1,-0.6,-10,10,3,0.89,-2
COc1ccc(C2=CC(=O)CCC2)cc1,4,-5,-1.5,6,8,-15,0.97,0

# Carrying on.
SMILES,SENP1 FRET inh,ATG4B inh,MPTP block,PfGluPho inh,SENP8 inh,SENP6 inh,hIAP act,NR3A LBD binder
CC(=O)N1c2ccccc2C(C)=CC1(C)C,2,-2,3.7,24,0,6,1,0
CCOc1ccc(C(=S)N2CCCC2)c(OCC)c1,-1,-5,-0.5,50,4,-6,0.96,0
CCCCOc1ccc(-c2nnn(CC(=O)NCc3ccco3)n2)cc1,1,-8,1.5,6,3,-9,1.1,5
C#CCOCCOCCOCCNc1nc(N2CCN(C(=O)[C@H]([C@@H](C)CC)n3cc(CCCN=C(N)N)nn3)CC2)nc(N2CCN(C(=O)[C@H](C)n3cc(CCCN=C(N)N)nn3)CC2)n1,.,-3,.,34,.,-23,0.9,2
CSCCC(NC(=O)c1ccco1)C(=O)NCCc1ccc(F)cc1 (configuration not stated),0,-4,0.6,-2,3,5,1.1,-2
O=C(CCN1CCCCC1)Nc1cccc(Cl)c1,2,-7,-2.4,-6,12,-5,1.1,0
CC(=O)N(Cc1ccccc1C)c1cccc(C)c1C,2,-1,0.1,16,2,-3,1,0
Cc1cc2ncn(S(=O)(=O)c3ccc(S(=O)(=O)N4CCCCCC4)cc3)c2cc1C,1,1,-0.4,-28,5,0,0.9,1
CCCCn1c(-c2ccc(C(C)(C)C)cc2)nc2cc3[nH]c(=O)c(C(C)C)nc3cc21,-45,0,0.3,13,i,-20,1,-8
Cc1cc(C)nc(NC(=O)c2ccc(C)c([N+](=O)[O-])c2)n1,3,-1,-0.6,-17,27,-15,1,0
CCN1C(=O)CC(N2CCN(c3cccc(OC)c3)CC2)C1=O (configuration not stated),0,-7,-0.8,-3,8,16,1.2,-1
COc1ccc(-n2ccnc2CN2CCCC(CO)(Cc3cccc(OC)c3)C2)cc1 (configuration not stated),0,-9,2.6,0,-1,-4,1.1,-2
Nc1nonc1-n1nnc(C(=O)N/N=C/c2ccc(Br)cc2)c1CSC1=NCCS1,4,-8,3.5,21,4,-24,0.85,0
O=C(C1CCC(CNS(=O)(=O)c2cccs2)CC1)N1CCN(c2ccc(Cl)cc2)CC1 (configuration not stated),-1,-18,2.5,13,8,9,1.1,-4
O=C(Nc1ccccn1)C12CC3CC(CC(C3)C1)C2,0,10,-1.5,11,9,9,0.97,5
COc1ccc(S(=O)(=O)N2CCOC23CCN(S(=O)(=O)c2ccc(Cl)cc2)CC3)cc1,-1,-12,-0.7,10,9,-2,1,5
O=C(N/N=C/C1CC=CCC1)c1ccc(Cl)cc1O (configuration not stated),-5,3,20,-7,-272,-23,1,-2
CCOc1cc(/C=N/NC(=O)c2cccnc2)ccc1OCC(=O)N1CCOCC1,1,-6,-0.8,-1,-4,-6,1,-5
Oc1c(Cl)cc(Cl)cc1CNc1nc2ccccc2[nH]1,1,4,72*,3,17,-33,1.1,10*
COC(=O)c1ccccc1OC(=O)c1cc[n+]([O-])cc1,1,-14,0.4,-8,2,-9,1.1,1
CCOC(=O)C1CCN(Cc2ccc3ccccc3c2)CC1,0,-1,0.5,12,3,12,1.1,1
Cc1cc2cc(CNC(=S)Nc3ccc(OC(F)(F)F)cc3)ccc2n1C,-10,-4,3.8,5,-5,-7,1,2
Cc1nnc(NC(=O)CSc2nc3c(c(=O)n2C)SC(C)C3)s1 (configuration not stated),0,-6,0.0,33,8,-18,0.97,3
O=C(NCc1cccnc1)c1ccc(Cl)c(Cl)c1,-3,-5,-3.9,7,26,-5,0.99,1
C[C@]12CS(=O)(=O)C[C@H]1SC(=S)N2c1ccccc1,3,-1,7.4,2,5,-3,0.86,-2

# (further entries)
SMILES,SENP1 FRET inh,ATG4B inh,MPTP block,PfGluPho inh,SENP8 inh,SENP6 inh,hIAP act,NR3A LBD binder
O=C(CCn1c(=S)oc2ccccc21)Nc1ccccc1F,4,-6,2.7,8,4,-7,1.1,-4
Cc1oc(C)c2c(=O)ccc3c(c12)OC(N)=C(C#N)C3c1ccccc1Cl (configuration not stated),-17,-5,-2.5,4,-48,-10,0.95,-3
O=C1CC(NCc2ccco2)C(=O)N1CCc1ccccc1 (configuration not stated),0,8,0.5,2,10,-1,0.91,0
CCNC(=O)c1ccccc1NC(=O)C1CC(=O)N(C(C)C)C1 (configuration not stated),2,-5,9.7,3,10,4,0.88,-1
CN(C)c1ccc(/C=N/N=C2/SC(CC(=O)O)C(=O)N2c2ccc(O)cc2)cc1 (configuration not stated),-106,-5,-0.8,-4,-376,-8,1,-3
Cc1cccc(NC2=NCC(=O)N2Cc2cccs2)c1,1,2,1.7,-12,6,-7,1.1,-1
COCCN1C(=O)C(O)=C(C(=O)c2cccs2)C1c1ccccc1 (configuration not stated),1,9,2.8,-12,28,-15,1,-3
O=C(Cn1nnc2c(sc3nc4c(c(-c5ccccc5)c32)CCC4)c1=O)c1ccccc1,-1,9,-1.1,5,11,3,0.94,2
O=C(CCS(=O)(=O)c1ccccc1Cl)NC1CCCCCC1,3,-3,-0.9,14,6,-11,0.94,2
N#CC(C(=O)NCc1ccco1)c1nc2ccccc2nc1N1CCOCC1 (configuration not stated),-18,8,1.2,-39,-54,7,0.96,-7
Cc1n[nH]c(C)c1CCOc1ccc(C(C)C)cc1,-2,-3,40,1,10,6,1.2,0
CC1CCC(NC(=O)c2cc3c(s2)CCCC3)CC1 (configuration not stated),-1,0,-1.3,10,-10,-6,1,1
COc1ccccc1-c1coc2cc(O)cc(O)c2c1=O,-1,-10,0.7,2,17,-18,1.1,0
COc1ccc(OC)c(-c2csc(NC(=O)C3CSC4(C)CCC(=O)N34)n2)c1 (configuration not stated),0,-6,-1.0,3,-5,-12,1.1,0
Cc1ccc(NC(=O)c2nc[nH]c2C(=O)N[C@@H](CCCCNC(=O)OC(C)(C)C)C(=O)OC(C)(C)C)cc1,1,-13,0.0,35,22,-7,1.3,-30
CCOCCn1c(=O)c2c(nc3n2CC(C)CN3Cc2ccccc2)n(C)c1=O (configuration not stated),0,-1,-0.9,0,14,-6,1.2,-1
Cc1ccc(NC(=O)/C=C\C(=O)NCC(=O)O)cc1,3,-3,0.4,0,-1,-7,1.1,1
O=C(O)CCCCNCc1ccccc1,1,-8,-0.1,-3,-5,-12,0.97,0
N#CCC(CNc1ncc(C(F)(F)F)cc1Cl)OC(=O)c1ccc(Cl)cc1Cl (configuration not stated),2,-7,4.2,32,10,-31,0.9,14*
Cc1csc(SCC(=O)NC(=O)NCc2ccccc2)n1,-14,-9,-0.4,9,2,0,0.85,1
Cc1cc(C)c(S(=O)(=O)N2CCOCC2)cc1C,4,1,16,-6,6,-11,0.93,1
CN(CC(=O)Nc1cccc2c1CCCC2)S(=O)(=O)c1ccc(Br)cc1,0,25,2.7,-2,6,-11,1.1,-40
Cc1cc(C)n(CCNC(=O)CC2C(=O)NCCN2Cc2ccc(C)o2)n1 (configuration not stated),-9,-5,-0.1,-7,-14,-8,0.99,0
COc1ccccc1C=NC(CO)C(O)c1ccc([N+](=O)[O-])cc1 (configuration not stated),1,3,0.1,-3,-45,-20,0.95,0
CC(C(=O)NCCN1C(=O)S/C(=C\c2cccnc2)C1=O)N1C(=O)c2ccccc2C1=O (configuration not stated),-2,5,0.5,-8,17,-5,1.2,2

# Sorted by the number under MPTP block (rising): 4 of the compounds above
Structure	MPTP block
CC1CCC(NC(=O)c2cc3c(s2)CCCC3)CC1 (configuration not stated)	-1.3
CCOCCn1c(=O)c2c(nc3n2CC(C)CN3Cc2ccccc2)n(C)c1=O (configuration not stated)	-0.9
Cc1cc(C)n(CCNC(=O)CC2C(=O)NCCN2Cc2ccc(C)o2)n1 (configuration not stated)	-0.1
CN(CC(=O)Nc1cccc2c1CCCC2)S(=O)(=O)c1ccc(Br)cc1	2.7

# In the list so far, these have an aryl thioether with sulfur outside any ring.
SMILES,SENP1 FRET inh,ATG4B inh,MPTP block,PfGluPho inh,SENP8 inh,SENP6 inh,hIAP act,NR3A LBD binder
Cc1ccc(Sc2nc([N+](=O)[O-])nn2C)cc1,0,-1,-1.0,-9,24,5,0.97,0
COc1ccc(NC(=O)c2ccccc2Sc2ccc(NC(C)=O)nc2)cc1,-1,-2,-0.7,0,14,-8,1.1,0
CCSc1nnc(NC(NC(=O)c2ccco2)(C(F)(F)F)C(F)(F)F)s1,0,-9,-0.6,0,41*,11,0.97,1
Cc1nnc(NC(=O)CSc2nc3c(c(=O)n2C)SC(C)C3)s1 (configuration not stated),0,-6,0.0,33,8,-18,0.97,3
Cc1csc(SCC(=O)NC(=O)NCc2ccccc2)n1,-14,-9,-0.4,9,2,0,0.85,1
